# Source: PubChem (several laboratories)
# GRK2 aptamer HTS – compounds blocking aptamer binding on GRK2 – biochemical, human GRK2, bead flow cytometry, HTS, primary screen; FAM-aptamer displacement from GRK2; inhibition of aptamer binding, % at 10 µM; 330,000 tested, 0.59% active; AID 488847, 2010;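 active means inhibition of aptamer binding above 40%, roughly 3 SD of noise, on plates passing a quality check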;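 further: median bead fluorescence of bound FAM aptamer so fluorescent compounds give negative values; no value below 0 was filed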
# core dimer inh – inhibitors of HCV core protein dimerization, primary screen, biochemical, TR-FRET, high-throughput; TR-FRET GST/Flag-core106 dimerization, 1536-well; inhibition, % at 5 µM; 300,000 tested, 0.33% active; AID 1899, 2009;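 active means inhibition above the mean of all tested compounds plus 3 SD, set per screening campaign, cut at about 45% in these data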
#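 test system = GST/Flag-tagged HCV core106 proteins | probe or stimulus = Eu donor and XL665 acceptor anti-tag antibodies | times = compound-protein-antibody incubation 4 h at 22.5 °C | signal = TR-FRET, excitation 340 nm, emission 617 and 671 nm | measure = percent inhibition of core106 dimerization signal | controls = wells lacking GST-core106 and wells with excess unlabelled core106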
# procasp7 counter – procaspase-7 activators, primary screen, counter-screen for procaspase-3 activator project, biochemical, absorbance, HTS, human | Caspase-7 (Homo sapiens), P55210 | recombinant procaspase-7, Ac-DEVD-pNA absorbance 405 nm; D23A/D198A/D206A triple mutant, cannot self-cleave; scale: DMSO 0, 5 µM enzyme 100 | activation, % at 8.5 µM | 330,000 tested, 0.093% active | AID 463210, 2010;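 active means percent activation above the screen-wide mean plus 3 SD, cut at about 25% in these data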
# Target sequence (P55210 whole entry D23A/D198A/D206A): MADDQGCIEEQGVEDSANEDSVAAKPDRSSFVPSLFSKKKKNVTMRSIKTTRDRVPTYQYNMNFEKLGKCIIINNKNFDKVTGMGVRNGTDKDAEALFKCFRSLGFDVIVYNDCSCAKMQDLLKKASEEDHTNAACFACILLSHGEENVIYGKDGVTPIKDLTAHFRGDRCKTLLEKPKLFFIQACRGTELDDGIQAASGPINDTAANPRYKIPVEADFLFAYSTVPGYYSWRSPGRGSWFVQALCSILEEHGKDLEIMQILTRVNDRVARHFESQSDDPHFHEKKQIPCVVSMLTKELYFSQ
#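 Assay system: Uncleavable procaspase-7 mutant enzyme; Input: 2 µM procaspase-7 mutant as dispensed; Also added: DEVD-pNA substrate; Medium: Zinc-free HEPES pH 7.4 with 300 mM NaCl, 0.01% Triton X-100; Timing: 1 h compound preincubation, 2 h substrate cleavage, 25 °C; Measured by: Epi-absorbance of released pNA at 405 nm, two timepoints.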
# PP1 counter – PP1-alpha phosphatase inhibitors, primary screen, counter-screen for PP5 inhibitor project, biochemical, fluorescence, OMFP substrate, single point; Serine/threonine-protein phosphatase PP1-alpha catalytic subunit (Homo sapiens), P62136; purified PP1alpha; inhibition, % at 6.7 µM; 320,000 tested, 0.9% active; AID 2235, 2010;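 active means inhibition above the mean inhibition of all tested compounds plus 3 SD, computed separately for each screening campaign, cut at about 15% in these data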
# procasp3 activ – activators of human procaspase-3 D3A mutant, primary screen, biochemical, absorbance, PC-3 D3A mutant, single concentration | Caspase-3 (Homo sapiens), P42574 | recombinant procaspase-3 D3A, Ac-DEVD-pNA absorbance 405 nm | activation, % at 8.5 µM | 330,000 tested, 0.11% active | AID 463141, 2010;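 active means activation above the mean of all tested compounds plus 3 SD, cut at about 21% in these data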;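 further: 0% = DMSO alone and 100% = DMSO wells spiked with extra 5 µM PC-3 D3A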
# Target sequence (P42574 whole entry D9A/D28A/D175A): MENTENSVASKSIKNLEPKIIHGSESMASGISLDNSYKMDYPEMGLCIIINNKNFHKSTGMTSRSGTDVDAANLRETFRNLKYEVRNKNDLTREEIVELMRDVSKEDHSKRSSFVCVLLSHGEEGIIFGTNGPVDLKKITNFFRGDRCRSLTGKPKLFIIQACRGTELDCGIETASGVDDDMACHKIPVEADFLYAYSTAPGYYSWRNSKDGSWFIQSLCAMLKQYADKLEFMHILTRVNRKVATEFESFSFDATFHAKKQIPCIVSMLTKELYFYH
#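 Assay system: Procaspase-3 D3A mutant, all three cleavage aspartates alanine. Buffer or medium: Zinc-free HEPES saline buffer with Triton X-100. Times: 1 h compound preincubation, 2 h substrate hydrolysis at 25 °C. Measured by: 405 nm absorbance of p-nitroaniline, reads at 0 and 120 min. Read-out basis: percent activation relative to control range. Replicates: singlicate.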
# CTSL1 counter – Fasciola hepatica cathepsin L1 inhibitors, primary screen, counter-screen for PFM18AAP inhibitor project, biochemical, QFRET, fluorogenic peptide substrate; recombinant F. hepatica cathepsin L1, Z-Leu-Arg-MCA fluorescence; inhibition, % at 5.96 µM; AID 1906, 2009; 300,000 tested, 0.49% active;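 active means inhibition above the mean of all tested compounds plus 3 SD, set per screening campaign, cut at about 17% in these data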;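 further: 0% = plate median of test compound wells and 100% = 1 µM Z-Phe-Ala-diazomethylketone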
# VLA-4 inh – inhibition in human VLA-4 binding assay, primary screen, VLA-4 allosteric modulator project, MLPCN library, flow cytometry, VLA-4 expressing cells | Integrin alpha-4 (Homo sapiens), P13612 | ligand binding flow cytometry | inhibition, % (about 7 µM as worked out from the volumes in the protocol) | 330,000 tested, 0.2% active; in the data active means inhibition above about 50%
# PP5 inh – PP5 phosphatase inhibitors, primary screen, biochemical, fluorescence. 320,000 tested, 0.18% active. inhibition, % at 6.7 µM. Serine/threonine-protein phosphatase 5 (Homo sapiens), P53041. purified PP5c, OMFP substrate fluorescence. AID 1987, 2009;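 active means inhibition above the campaign's mean inhibition across all tested compounds plus 3 SD, cut at about 9.5% in these data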;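 further: 0% = DMSO only and 100% = 100 µM cantharidin control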
# GASC-1 inh – inhibitors of GASC-1 histone demethylase, primary screen, biochemical, fluorescence, DELFIA europium; Lysine-specific demethylase 4C (Homo sapiens), Q9H3R0; GST-JMJD2C(1-420) H3K9me3 demethylation; inhibition, % at 2.35 µM; 330,000 tested, 0.069% active;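 active means more than half of a compound's replicate wells show inhibition beyond 50%, single wells judged on their own value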;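 further: signal counts dimethyl H3K9 product captured on neutravidin plate; 0% = median of DMSO wells and 100% = 0.3 times that DMSO median; strong numbers were not always called active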
# Target sequence (Q9H3R0 1-420 limits assumed): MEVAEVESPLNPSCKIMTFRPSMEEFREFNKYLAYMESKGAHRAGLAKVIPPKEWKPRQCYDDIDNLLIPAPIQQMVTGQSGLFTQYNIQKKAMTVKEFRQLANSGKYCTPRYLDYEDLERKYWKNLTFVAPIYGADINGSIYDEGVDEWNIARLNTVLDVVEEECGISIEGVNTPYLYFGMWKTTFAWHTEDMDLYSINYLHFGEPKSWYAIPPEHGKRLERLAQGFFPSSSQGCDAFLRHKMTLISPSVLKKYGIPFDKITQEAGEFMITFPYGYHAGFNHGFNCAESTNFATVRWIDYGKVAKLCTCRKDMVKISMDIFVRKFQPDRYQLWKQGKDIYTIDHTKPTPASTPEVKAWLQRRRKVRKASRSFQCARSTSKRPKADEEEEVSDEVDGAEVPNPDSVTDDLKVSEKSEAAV
# * = called active by the depositor; · = no result given.
# Sample of the layout:
SMILES,GRK2 aptamer HTS,core dimer inh,procasp7 counter,PP1 counter,procasp3 activ,CTSL1 counter,VLA-4 inh,PP5 inh,GASC-1 inh
c1ccc(N2CCCCC2)c(Nc2nc3ccccc3n3cnnc23)c1,0,5,1,-1,6,3,0,-0.3,-1
Cc1ccc(CSc2ncnc3c2cnn3Cc2ccccc2)cc1,6,-9,9,-3,-1,-1,-5,2.3,-4
Cc1cccc(N(CC(=O)N2CCCCCC2)S(C)(=O)=O)c1,1,0,0,1,1,-5,3,1.0,-8
O=C(CCn1c(=O)[nH]c2ccccc2c1=O)N1CCN(c2cccc(C(F)(F)F)c2)CC1,0,12,0,2,-3,0,23,4.2,6
Cc1ccc(NC(=O)COC(=O)c2cccc(N3C(=O)c4ccccc4C3=O)c2)cc1,2,7,1,1,3,-2,0,-0.9,12
CCOC(=O)c1ccc(Nc2ncnc3nc[nH]c23)cc1,1,0,13,-1,3,9,-7,-0.2,1
CNC(=O)Nc1cccc(NC(=O)NC)n1,1,-4,-5,0,-1,-1,-1,-0.2,-7
CCCCn1c(C)csc1=Nc1cccnc1,0,9,-13,-3,11,-4,7,-0.4,-5
COc1ccc(-n2cc([N+](=O)[O-])c(=O)c3ccc(Cl)cc32)cc1,0,-2,-2,-3,-4,-2,-6,0.4,-6
CC(C)C(=O)c1cc2c(cc1NC(=O)c1cccs1)OCCO2,0,-2,10,3,-8,2,2,5.7,2
COCCN1CC(C(=O)NCc2ccccc2-n2ccnc2C)CCC1=O (configuration not stated),2,-7,-3,1,3,-4,1,1.1,-30

# The whole of this part, repeating the preview:
SMILES,GRK2 aptamer HTS,core dimer inh,procasp7 counter,PP1 counter,procasp3 activ,CTSL1 counter,VLA-4 inh,PP5 inh,GASC-1 inh
c1ccc(N2CCCCC2)c(Nc2nc3ccccc3n3cnnc23)c1,0,5,1,-1,6,3,0,-0.3,-1
Cc1ccc(CSc2ncnc3c2cnn3Cc2ccccc2)cc1,6,-9,9,-3,-1,-1,-5,2.3,-4
Cc1cccc(N(CC(=O)N2CCCCCC2)S(C)(=O)=O)c1,1,0,0,1,1,-5,3,1.0,-8
O=C(CCn1c(=O)[nH]c2ccccc2c1=O)N1CCN(c2cccc(C(F)(F)F)c2)CC1,0,12,0,2,-3,0,23,4.2,6
Cc1ccc(NC(=O)COC(=O)c2cccc(N3C(=O)c4ccccc4C3=O)c2)cc1,2,7,1,1,3,-2,0,-0.9,12
CCOC(=O)c1ccc(Nc2ncnc3nc[nH]c23)cc1,1,0,13,-1,3,9,-7,-0.2,1
CNC(=O)Nc1cccc(NC(=O)NC)n1,1,-4,-5,0,-1,-1,-1,-0.2,-7
CCCCn1c(C)csc1=Nc1cccnc1,0,9,-13,-3,11,-4,7,-0.4,-5
COc1ccc(-n2cc([N+](=O)[O-])c(=O)c3ccc(Cl)cc32)cc1,0,-2,-2,-3,-4,-2,-6,0.4,-6
CC(C)C(=O)c1cc2c(cc1NC(=O)c1cccs1)OCCO2,0,-2,10,3,-8,2,2,5.7,2
COCCN1CC(C(=O)NCc2ccccc2-n2ccnc2C)CCC1=O (configuration not stated),2,-7,-3,1,3,-4,1,1.1,-30
CCN(CC)C(=O)Oc1nnc(SC(C)C)n1-c1ccc(Cl)c(Cl)c1,4,3,-2,-1,3,2,-8,-0.9,3
O=C1C2C3C=CC(CC3)C2C(=O)N1c1ccccc1F (configuration not stated),2,0,8,-3,1,0,16,0.7,-6
CC1CC(C)CN(C(=O)COC(=O)/C=C/c2ccco2)C1 (configuration not stated),19,·,11,·,6,·,-7,·,-2
COc1ccc(OC)c(Nc2ncnc3sc(-c4ccccc4)cc23)c1,1,-2,24,3,-7,1,-6,0.4,-3
CCOC(=O)Cc1ccc(NCc2ccc(Cl)cc2)cc1,2,1,5,-3,4,4,0,-2.9,1
O=C(NCc1ccccc1C(F)(F)F)C1CCC(=O)N(C2CC2)C1 (configuration not stated),2,-14,-6,0,-3,0,5,0.5,5
C#CCn1c(=NC(=O)c2ccc(S(=O)(=O)N3CCCc4ccccc43)cc2)sc2cc(S(N)(=O)=O)ccc21,4,52*,0,16*,4,0,-5,0.3,·
O=C(O)c1nccnc1C(=O)Nc1ccc(Cl)cn1,0,-3,-5,4,4,3,-9,4.4,9
O=C(Nc1ccc(-c2csc(Nc3ccccc3)n2)cc1)c1cccc(C(F)(F)F)c1,1,7,-15,-4,-3,-3,-5,4.8,-1
COc1ccc(NS(=O)(=O)c2cnc[nH]2)cc1,5,2,5,1,-6,-2,5,-5.8,-10
C=CCc1ccc(OCCOCCOc2ccc(C)cc2[N+](=O)[O-])c(OC)c1,0,1,2,2,-6,0,10,5.7,3
COc1cc2c(cc1NC(=O)c1cccc([N+](=O)[O-])c1)oc1ccccc12,92*,17,6,-8,-1,1,1,-4.1,-10
O=C1CC(c2ccco2)CC(O)=C1C=Nc1ccccc1-c1ccccc1 (configuration not stated),0,4,-1,3,-11,5,3,0.5,-10
O=S1(=O)CCC(N=Nc2c(O)n(Cc3ccccc3)c3ccccc23)C1 (configuration not stated),66*,-3,12,1,-6,2,-3,1.7,49
CCc1ccc(S(=O)(=O)N2c3ccc(C)cc3C3CN(C)CCC32)cc1 (configuration not stated),0,·,10,-3,-3,·,15,-1.2,21
CC1CC(C)CN(CCCNS(=O)(=O)c2ccc3c(c2)CCN3C(=O)C2CC2)C1 (configuration not stated),0,-5,14,1,6,-3,6,-1.5,2
O=C1c2ccsc2SCCN1Cc1c(Cl)cccc1Cl,0,17,13,3,7,2,0,0.5,12
CCOC(=O)c1ccc2cccc(C)n2c1=O,2,4,4,0,1,3,-18,5.8,2
CNC(=O)NCC12CC3CC(CC(C3)C1)C2,0,-2,0,-4,-5,-6,17,0.4,-5
COC/C=C/C1=CC2=CC(=O)C(C)(OC(=O)c3cnc4ccccc4n3)C(=O)C2=CN1c1ccc(CO)cc1 (configuration not stated),28,56*,-1,20*,5,-2,-11,-1.5,-18
COc1ccc(OC)c(CCNC(=O)c2ccccc2NC(=O)C2=C(C)OCCS2)c1,0,0,1,2,8,0,7,1.2,3
O=S(=O)(c1ccc2ccccc2c1)N(CC(O)CN1CCOCC1)c1ccccc1 (configuration not stated),0,-11,9,-2,8,1,25,0.8,15
C=C(C)c1sc(-c2ccc(Cl)cc2)nc1C,0,-13,5,-2,0,-3,9,-0.5,-23
C#Cc1cccc(C(=O)NC2CCCN(C3Cc4ccccc4C3)C2)c1 (configuration not stated),0,6,1,0,2,1,-123,1.5,3
CC1CCC2(CC1)NC(=O)N(CC(=O)c1ccc(Cl)s1)C2=O (configuration not stated),0,18,3,-4,14,-1,-4,1.1,3
COc1cccc(/C=N/NC(=O)CNC(=O)c2ccc3c(c2)OCCO3)c1O,1,-4,1,-5,1,2,-1,-1.5,10
COc1ccccc1NC(=O)c1ccc(Cl)c(S(=O)(=O)N2CCCCC2)c1,0,-3,2,0,8,5,7,-0.7,1
COc1nn(-c2nc(-c3ccccc3)cc(C(F)(F)F)n2)cc1[N+](=O)[O-],5,6,11,1,-5,-4,2,-3.0,2
O=C1C2C3C=CC(C3)C2C(=O)N1c1ccc(N2CCN(c3ccccn3)CC2)c([N+](=O)[O-])c1 (configuration not stated),0,-1,-1,-3,16,-2,-1,0.7,6
Cc1ccc(NC(=O)Cn2cccc2)c(C)c1,0,-5,9,-4,0,-2,-5,-0.2,-3
Cc1sc(NC(=O)C2C3CCC(C3)C2C(=O)O)c(C(N)=O)c1-c1ccc(C(C)(C)C)cc1 (configuration not stated),3,19,-2,0,3,3,0,0.4,1
CCN1CCCC1CNC(=O)C1CCCN(S(=O)(=O)c2cccc3nsnc23)C1 (configuration not stated),0,-7,-8,1,-3,-3,2,1.6,2
CCC(=O)N(CCC(Cc1ccccc1)c1ccco1)Cc1ccco1 (configuration not stated),0,0,-6,4,-7,3,13,2.9,1
COc1cccc2c(=O)ccoc12,1,-2,-5,0,2,-1,9,2.4,0
COc1ccc(NC(=O)c2c(OC)cccc2OC)c(OC)c1,3,0,-6,-6,-3,1,3,4.3,22
CCc1noc(C)c1C(=O)N1CCCC(N2CCN(c3ccc(F)cc3)CC2)C1 (configuration not stated),0,-4,1,0,-4,-1,-21,-4.5,-22
COC(=O)c1cnn(-c2ccccc2)c1/C=N/NC(=S)Nc1ccc(Cl)cc1,2,5,-5,-4,-4,-1,-6,1.5,5
COc1cccc(-c2cc(C(=O)N3CCN(c4ccc(F)cc4)CC3)no2)c1,0,5,-5,-5,2,-1,18,2.8,-1
Cc1cccc(-n2nnnc2-c2cnccc2C(F)(F)F)c1C,0,0,-3,2,5,-1,5,1.0,6
Oc1ccc(Cl)cc1C=Nc1ccc(Br)cc1,0,1,8,-4,3,-4,-8,0.0,-6
CN(C)/C=C/C(=O)c1cnc2sccn2c1=O,1,2,-7,-1,5,6,16,0.6,-16
CCn1cc(C(=O)NCc2cccnc2)c(=O)c2cc(F)c(N3CCN(C(=O)c4ccco4)CC3)cc21,0,-3,2,4,-3,6,-15,-3.8,0
C/C(=N\OCc1nc2ccccc2c(=O)n1/N=C/c1cc(C)cc([N+](=O)[O-])c1O)c1ccccc1,2,10,-24,15,-15,6,-6,-0.5,10
